Screening data deposited in PubChem BioAssay by Broad Institute.
IDH1 R132H inh – blocks human IDH1 R132H reductase activity; AID 624101; O75874; inhibition, % at 10 µM; 70,000 compounds, 0.18% hits; diaphorase/resazurin fluorescence, 60 min; in the data active means inhibition above about 34%;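 further: 0% = DMSO and 100% = no enzyme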
EZH2 inh – EZH2 (human) methyltransferase inhibition; Q15910; inhibition, % at 12.5 µM; 57,000 compounds, 0.35% hits; PRC2 H3K27 methylation, DELFIA TRF, 1 h; AID 651548;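 active means mean inhibition of replicates at least 50% and every single replicate also reaching 50%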;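 further: dimethyl H3K27 on biotinylated H3 21-44 peptide detected by antibody; plate controls were median neutral control wells for no effect and median positive control wells for full effect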
Target sequence (Q15910 whole entry, looked up): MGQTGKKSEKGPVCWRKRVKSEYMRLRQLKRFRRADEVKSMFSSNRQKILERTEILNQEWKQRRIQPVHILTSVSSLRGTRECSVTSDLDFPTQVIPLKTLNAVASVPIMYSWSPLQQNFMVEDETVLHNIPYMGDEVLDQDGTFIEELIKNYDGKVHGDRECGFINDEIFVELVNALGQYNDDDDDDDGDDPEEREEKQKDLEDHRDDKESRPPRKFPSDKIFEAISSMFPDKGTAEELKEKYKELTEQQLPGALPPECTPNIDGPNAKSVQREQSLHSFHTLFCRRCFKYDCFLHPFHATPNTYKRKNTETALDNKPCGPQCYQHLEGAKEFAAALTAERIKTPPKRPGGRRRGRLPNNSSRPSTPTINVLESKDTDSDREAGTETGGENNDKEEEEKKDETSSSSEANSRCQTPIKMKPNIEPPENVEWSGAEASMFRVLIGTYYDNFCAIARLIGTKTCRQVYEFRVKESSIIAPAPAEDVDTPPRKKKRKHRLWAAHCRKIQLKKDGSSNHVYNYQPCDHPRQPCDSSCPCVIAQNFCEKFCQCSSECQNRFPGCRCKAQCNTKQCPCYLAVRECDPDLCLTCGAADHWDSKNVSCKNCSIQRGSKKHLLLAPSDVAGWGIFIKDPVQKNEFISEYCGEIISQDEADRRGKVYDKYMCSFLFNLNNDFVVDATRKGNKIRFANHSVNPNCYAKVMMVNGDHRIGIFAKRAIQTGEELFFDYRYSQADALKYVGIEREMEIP
Numbers without * were called inactive; x = not tested or not shown. The list is partial (hit frequency here may not be typical).

Fields: IDH1 R132H inh	EZH2 inh
1: C[C@@H]1CN([C@@H](C)CO)C(=O)c2cc(NS(=O)(=O)c3ccc(F)cc3)ccc2O[C@@H]1CN(C)S(=O)(=O)c1ccc(F)cc1
 : -0.8	x
2: COc1ccccc1NC(=O)N[C@H]1CC[C@@H](CC(=O)N[C@H](C)c2ccccc2)O[C@H]1CO
 : 0.1	-10
3: COCC(=O)N(C)C[C@H]1Oc2cc(C#CCC(C)C)ccc2S(=O)(=O)N([C@H](C)CO)C[C@@H]1C
 : -0.5	x
4: CO[C@@H]1CN(C)C(=O)c2ccc(NS(=O)(=O)c3cccc(F)c3)cc2OC[C@H](C)N(Cc2cc(F)ccc2F)C[C@H]1C
 : 0.5	30
5: COCC(=O)Nc1ccc2c(c1)[C@H]1C[C@@H](CC(=O)NC3CCCCC3)O[C@@H](CO)[C@H]1O2
 : -0.2	20
6: CC(=O)Nc1ccc(NC(=O)CSc2nnc(-c3ccncc3)n2-c2ccc(Cl)cc2)cc1
 : -0.5	-19
7: N#C[C@H]1[C@@H](c2ccc(C3=CCCCC3)cc2)[C@@H](CO)N1S(=O)(=O)c1ccccc1
 : -0.4	x
8: C/C=C1\[C@H](O[C@@H]2O[C@H](CO)[C@@H](O)[C@H](O)[C@H]2O)OC=C(C(=O)OC)[C@H]1CC(=O)OC
 : 0.0	-6
9: CO[C@H]1CN(C)C(=O)c2ccc(NC(=O)NC(C)C)cc2OC[C@H](C)N(CCC(F)(F)F)C[C@@H]1C
 : 0.5	-4
10: Cc1ccc(S(=O)(=O)N[C@@H]2CC[C@H](CCn3cc(-c4cccc(F)c4)nn3)O[C@H]2CO)cc1
 : -0.9	6
11: C[C@H]1CN([C@@H](C)CO)C(=O)c2cc(NC(=O)c3ccncc3)ccc2O[C@H]1CN(C)Cc1ccc(C(F)(F)F)cc1
 : -1.7	-7
12: Cc1ccc(S(=O)(=O)Nc2ccc3c(c2)C(=O)N([C@@H](C)CO)C[C@H](C)[C@H](CN(C)C(=O)Nc2ccccc2)O3)cc1
 : 0.2	8
13: CC1(C)CC[C@]2(C(=O)O[C@@H]3O[C@H](CO)[C@@H](O)[C@H](O)[C@H]3O)CC[C@]3(C)C(=CCC4[C@@]5(C)CC[C@H](O[C@@H]6O[C@H](C(=O)O)[C@@H](O[C@@H]7O[C@H](CO)[C@@H](O)[C@H](O)[C@H]7O)[C@H](O)[C@H]6O)C(C)(C)C5CC[C@]43C)C2C1 (stereo partly specified)
 : -0.2	x
14: O=C(Nc1ccc2c(c1)[C@@H]1C[C@@H](CC(=O)N3CCOCC3)O[C@@H](CO)[C@@H]1O2)NC1CCCC1
 : 0.2	1
15: C[C@H]1CCCCO[C@H](CN(C)Cc2ccc3c(c2)OCO3)[C@@H](C)CN([C@@H](C)CO)C(=O)c2cc(NC(=O)c3ccncc3)ccc2O1
 : 2.2	x
16: Cc1ccc(-c2nc(S(=O)(=O)c3ccc(F)cc3)c(SCC(N)=O)o2)cc1
 : -0.8	-1
17: C[C@@H]1CN([C@@H](C)CO)C(=O)c2cccc(NC(=O)C3CC3)c2O[C@H]1CN(C)C(=O)Nc1ccccc1
 : 1.4	-6
18: C[C@H](CO)N1C[C@H](C)[C@H](CN(C)CC2CC2)Oc2cc(-c3cncnc3)ccc2S1(=O)=O
 : 2.8	6
19: CO[C@@H]1CN(C)C(=O)c2cc(NC(=O)Nc3ccccc3)ccc2OC[C@@H](C)N(C(=O)CC2CC2)C[C@H]1C
 : 0.1	6
20: N#Cc1ccc(/C=N/NC(=O)c2ccccc2O)cc1
 : 0.1	4

The list continues:
Fields: IDH1 R132H inh	EZH2 inh
21: CO[C@@H]1CN(C)C(=O)c2ccc(NC(=O)C3CC3)cc2OC[C@H](C)N(C(=O)c2cccnc2)C[C@H]1C
 : 0.1	4
22: Cc1noc(C)c1NC(=O)N(C)C[C@@H]1Oc2c(NS(=O)(=O)c3ccccc3)cccc2C(=O)N([C@@H](C)CO)C[C@H]1C
 : 1.3	x
23: CNC[C@H]1OCCCC[C@@H](C)Oc2ccc(NC(=O)Cc3ccccc3)cc2C(=O)N([C@H](C)CO)C[C@@H]1C
 : 2.0	-16
24: C[C@H]1CN([C@@H](C)CO)C(=O)Cc2cc(NC(=O)Nc3cccc4ccccc34)ccc2O[C@H]1CN(C)Cc1ccc(C(=O)O)cc1
 : -0.5	x
25: COCCNS(=O)(=O)c1ccc(F)c(OC)c1
 : 0.2	3
26: CO[C@H]1CN(C)C(=O)c2cc(NC(=O)Cc3ccccc3)ccc2OC[C@@H](C)N(C)C[C@@H]1C
 : -0.3	-7
27: Cc1cccc(OCC(=O)Nc2cccc(C(=O)O)c2C)c1
 : -0.9	2
28: C[C@H](CO)N1C[C@H](C)[C@@H](CN(C)C(=O)C2CC2)Oc2cc(-c3cccnc3)ccc2S1(=O)=O
 : x	-10
29: C[C@@H]1CN([C@H](C)CO)C(=O)c2cc(NC(=O)Cc3ccccc3)ccc2O[C@@H](C)CCCCO[C@@H]1CN(C)C(=O)c1ccccc1
 : 1.7	x
30: Cc1noc(C)c1NC(=O)Nc1ccc2c(c1)C(=O)N([C@@H](C)CO)C[C@H](C)[C@@H](CN(C)Cc1ccccc1)O2
 : x	12
31: CC(C)CC#Cc1ccc2c(c1)O[C@H](CN(C)C(=O)c1cccc(F)c1)[C@@H](C)CN([C@@H](C)CO)S2(=O)=O
 : -2.2	-7
32: O=C(C[C@H]1CC[C@@H](NC(=O)CCN2CCCCC2)[C@@H](CO)O1)NCc1ccc(Cl)c(Cl)c1
 : 0.2	1
33: O=C(CCN1CCCCC1)N[C@@H]1CC[C@H](CCNS(=O)(=O)c2ccc(F)cc2)O[C@@H]1CO
 : -0.1	-4
34: CCCc1cn(CC[C@@H]2CC[C@@H](NC(=O)C3CC3)[C@H](CO)O2)nn1
 : 0.5	-7
35: Cc1cccc(CN(C)C[C@@H]2Oc3ncc(C#Cc4ccccc4)cc3C(=O)N([C@H](C)CO)C[C@@H]2C)c1
 : 0.6	x
36: CCOc1ccc(NC(=O)CSc2nc(N)c3c4c(sc3n2)COC(C)(C)C4)cc1
 : 0.2	-5
37: CO[C@H]1CN(C)C(=O)c2cc(NS(=O)(=O)CC(F)(F)F)ccc2OC[C@H](C)N(Cc2ccccn2)C[C@@H]1C
 : -0.6	8
38: COc1cccc(-c2ccc3c(c2)O[C@@H](CN(C)Cc2ccncc2)[C@@H](C)CN([C@@H](C)CO)S3(=O)=O)c1
 : -0.1	4
39: CC(C)NC(=O)N(C)C[C@@H]1OCCCC[C@@H](C)Oc2ccc(N(C)C)cc2C(=O)N([C@H](C)CO)C[C@@H]1C
 : -1.2	3
40: COc1ccc(NC(=O)N(C)C[C@H]2Oc3c(NC(=O)c4ccc(-c5nccs5)cc4)cccc3C(=O)N([C@H](C)CO)C[C@@H]2C)cc1
 : 0.7	x

An excerpt of the results above, for reference:
Fields: IDH1 R132H inh	EZH2 inh
21: CO[C@@H]1CN(C)C(=O)c2ccc(NC(=O)C3CC3)cc2OC[C@H](C)N(C(=O)c2cccnc2)C[C@H]1C
 : 0.1	4
22: Cc1noc(C)c1NC(=O)N(C)C[C@@H]1Oc2c(NS(=O)(=O)c3ccccc3)cccc2C(=O)N([C@@H](C)CO)C[C@H]1C
 : 1.3	x
23: CNC[C@H]1OCCCC[C@@H](C)Oc2ccc(NC(=O)Cc3ccccc3)cc2C(=O)N([C@H](C)CO)C[C@@H]1C
 : 2.0	-16
24: C[C@H]1CN([C@@H](C)CO)C(=O)Cc2cc(NC(=O)Nc3cccc4ccccc34)ccc2O[C@H]1CN(C)Cc1ccc(C(=O)O)cc1
 : -0.5	x

Next part
Fields: IDH1 R132H inh	EZH2 inh
41: O=c1cc(-c2ccc(O)c(O)c2)oc2c(C3O[C@H](CO)[C@H](O)[C@H](O)[C@H]3O)c(O)cc(O)c12 (stereo partly specified)
 : -1.3	81*
42: C[C@H]1CN([C@@H](C)CO)C(=O)c2cc(NC(=O)Nc3ccc(F)cc3)ccc2O[C@H]1CN(C)Cc1ccc(-c2ccccc2)cc1
 : -0.3	x
43: CCCN(C)C[C@@H]1OCCCC[C@H](C)Oc2ccc(NC(=O)Cc3ccccc3)cc2C(=O)N([C@@H](C)CO)C[C@@H]1C
 : x	-5
44: C[C@H]1CN([C@@H](C)CO)C(=O)c2cc(C#Cc3ccccc3)cnc2O[C@H]1CN(C)C(=O)c1ccccc1F
 : -3.9	5
45: O=C(NO)c1ccc(C(=O)N/N=C/Cc2ccccc2)cc1
 : 0.4	-26
46: O=C(C[C@H]1C=C[C@@H](NS(=O)(=O)c2ccc(F)cc2)[C@@H](CO)O1)N1CCN(c2ccccc2)CC1
 : -0.2	6
47: C[C@H](CO)N1C[C@H](C)[C@H](CN(C)C(=O)NC2CCCCC2)Oc2ncc(-c3cc4ccccc4o3)cc2C1=O
 : -0.1	-8
48: CCCNC(=O)N1C[C@@H](C)[C@H](OC)CN(C)C(=O)c2cc(NS(=O)(=O)CC(F)(F)F)ccc2OC[C@@H]1C
 : -0.1	-3
49: O=C(NCCCn1ccnc1)c1cnn2c1NC(c1ccccc1)CC2C(F)(F)F (stereo unspecified)
 : 0.5	-5
50: CC(C)NC(=O)N(C)C[C@H]1Oc2ccc(NS(=O)(=O)c3cccs3)cc2C(=O)N([C@H](C)CO)C[C@H]1C
 : 1.4	x
51: C[C@H](CO)N1C[C@H](C)[C@@H](CN(C)Cc2ccc(C(=O)Nc3ccccc3N)cc2)Oc2ccc(NC(=O)C3CCCCC3)cc2CC1=O
 : 0.8	x
52: Cc1ccc(S(=O)(=O)Nc2ccc3c(c2)C(=O)N([C@H](C)CO)C[C@H](C)[C@H](CN(C)CC2CC2)O3)cc1
 : 0.1	14
53: Cc1noc(C)c1S(=O)(=O)Nc1ccc2c(c1)CC(=O)N([C@H](C)CO)C[C@H](C)[C@@H](CN(C)Cc1ccc(-c3ccccc3)cc1)O2
 : 1.9	x
54: CS(=O)(=O)Nc1ccc2c(c1)[C@@H]1C[C@H](CC(=O)NC3CCCCC3)O[C@@H](CO)[C@@H]1O2
 : -0.2	16
55: C[C@@H]1CN([C@@H](C)CO)C(=O)c2cc(-c3ccncc3)cnc2O[C@H]1CN(C)C(=O)c1ccncc1
 : x	24
56: COc1ccc2c(c1OC)C(=O)OC2C1c2c(cc3c(c2OC)OCO3)CCN1C (stereo unspecified)
 : -1.3	x
57: COc1cccc(NC(=O)N(C)C[C@H]2Oc3cc(/C=C/c4ccccc4)ccc3S(=O)(=O)N([C@@H](C)CO)C[C@@H]2C)c1
 : -1.1	-34
58: C[C@@H]1CN([C@@H](C)CO)C(=O)c2cccc(N(C)C)c2O[C@@H]1CN(C)C(=O)Nc1ccc(F)cc1
 : 0.2	x
59: COCCOC(=O)N1C(=O)[C@@]2(c3cc(C#CC4(O)CCCCCC4)ccc31)[C@H](c1ccccc1OCCO)N1[C@H](c3ccccc3)[C@H](c3ccccc3)OC(=O)[C@H]1[C@@H]2C(=O)N1CCc2cc(OC)c(OC)cc2C1
 : x	-27
60: CO[C@H](CN(C)Cc1ccc2c(c1)OCO2)[C@H](C)CN(C(=O)c1ccccc1)[C@H](C)CO
 : 0.3	8

Ordered by formula weight (highest first): 3 of the compounds above
Fields: IDH1 R132H inh	EZH2 inh
55: C[C@@H]1CN([C@@H](C)CO)C(=O)c2cc(-c3ccncc3)cnc2O[C@H]1CN(C)C(=O)c1ccncc1
 : x	24
58: C[C@@H]1CN([C@@H](C)CO)C(=O)c2cccc(N(C)C)c2O[C@@H]1CN(C)C(=O)Nc1ccc(F)cc1
 : 0.2	x
41: O=c1cc(-c2ccc(O)c(O)c2)oc2c(C3O[C@H](CO)[C@H](O)[C@H](O)[C@H]3O)c(O)cc(O)c12 (stereo partly specified)
 : -1.3	81*

Continuation:
Fields: IDH1 R132H inh	EZH2 inh
61: C[C@@H]1CN([C@H](C)CO)C(=O)c2cccc(NC(=O)Nc3ccc(C(F)(F)F)cc3)c2O[C@H]1CN(C)Cc1ccc2c(c1)OCO2
 : 2.0	x
62: C[C@H](CO)N1C[C@H](C)[C@@H](CN(C)S(=O)(=O)c2ccc(F)cc2)Oc2cc(C3=CCCC3)ccc2S1(=O)=O
 : 0.3	-18
63: Cc1ccc(-c2cnc3c(c2)C(=O)N([C@H](C)CO)C[C@@H](C)[C@@H](CN(C)Cc2ccccc2C(=O)O)O3)cc1
 : 4.2	10
64: CCCC#Cc1cnc2c(c1)C(=O)N([C@@H](C)CO)C[C@H](C)[C@H](CN(C)C(=O)Nc1ccccc1OC)O2
 : x	-22
65: O=C1O[C@@H](c2ccccc2)[C@@H](c2ccccc2)N2[C@@H](c3ccc(O)cc3)[C@]3(C(=O)Nc4ccc(C#CC5=CCCCC5)cc43)[C@@H](C(=O)N3CCCCCCC3)[C@H]12
 : 0.2	-13
66: COc1ccc(-c2cn(CC[C@H]3CC[C@@H](NC(=O)NC(C)C)[C@H](CO)O3)nn2)cc1
 : -0.1	4
67: COc1ccc(CCNc2nc(C)cc(C)n2)cc1OC
 : -0.1	-2
68: COc1ccc(CN(C)C[C@H]2OCCCC[C@@H](C)Oc3ccc(NC(=O)Nc4ccccc4)cc3C(=O)N([C@H](C)CO)C[C@H]2C)cc1
 : 2.1	x
69: CCCNC(=O)N(C)C[C@H]1Oc2cc(C3=CCCCC3)ccc2S(=O)(=O)N([C@@H](C)CO)C[C@H]1C
 : -1.9	8
70: CO[C@H]1CN(C)C(=O)c2ccc(NS(=O)(=O)c3ccccc3Cl)cc2OC[C@H](C)NC[C@H]1C
 : -0.1	0
71: C[C@@H]1CN([C@@H](C)CO)C(=O)c2cc(NS(=O)(=O)c3cccs3)ccc2O[C@H]1CN(C)S(C)(=O)=O
 : -0.2	x
72: CC(CC(C)O[C@@H]1O[C@H](CO)[C@@H](O)[C@H](O)[C@H]1O)OC(=O)/C=C/c1ccc(O)cc1 (stereo partly specified)
 : -0.3	x
73: CCC(=O)Nc1ccc2c(c1)C(=O)N(C)C[C@@H](OC)[C@@H](C)CN(C(=O)CN1CCOCC1)[C@H](C)CO2
 : -0.6	18
